Screens deposited in PubChem BioAssay by several laboratories.
H9c2 protect = cardioprotection against H2O2-induced cell death, primary screen, uHTS, H9c2 cells, ATPLite luminescence; H9c2 cardiomyocytes, H2O2 injury protection, 2 h; protection from H2O2 cell death, % at 20 µM; 0.63% of 360,000 active; AID 588492, 2011;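 active = compounds giving at least 50% protection of heart cells from peroxide-induced death in the single-dose screen, raw or plate-pattern-corrected value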;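 note: 0% = DMSO wells with peroxide and 100% = DMSO wells without peroxide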
PDI turbidity = inhibitors of human PDI, primary screen, biochemical, turbidity, single point, plate reader. Protein disulfide-isomerase (Homo sapiens), P07237. PDI insulin aggregation turbidity, A650, 90 min. inhibition, % at 10 µM. 0.052% of 350,000 active. AID 588391, 2011;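 active = mean inhibition across replicates of 30% or more, whatever share of single replicates reach that level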;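 note: absorbance from insulin aggregation driven by PDI reduction with DTT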
CaV13 ICDI inh = Disruptors of the CACNA1D IQ motif to Ca2+-dependent inactivation inhibitor domain association, primary screening, Förster resonance energy transfer in intact living …. AID 743397. inhibition, % at 12.3 µM. 0.098% of 340,000 active. HEK cells, CFP/YFP FRET ICDI-IQ, plate reader, 10 min; percent FRET-ratio fall versus neutral wells;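 active = mean replicate inhibition of at least 30% and at least 1% of replicates passing that level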;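 note: 0% = median of the neutral control wells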
MC4R barr agon = MC4R agonists recruiting beta-arrestin, primary screen, cell-based, luminescence, agonist arm of biased-ligand search | AID 540308, 2011 | activation, % at 8.9 µM | U2OS MC4R beta-arrestin complementation; percent of melanotan II response, DMSO zero | 0.98% of 360,000 active;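 active = activation above a per-plate cutoff, the mean activation of sample wells on that plate plus 3 SD, cut at about 8% in these data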
Target sequence (P32245 whole entry, looked up): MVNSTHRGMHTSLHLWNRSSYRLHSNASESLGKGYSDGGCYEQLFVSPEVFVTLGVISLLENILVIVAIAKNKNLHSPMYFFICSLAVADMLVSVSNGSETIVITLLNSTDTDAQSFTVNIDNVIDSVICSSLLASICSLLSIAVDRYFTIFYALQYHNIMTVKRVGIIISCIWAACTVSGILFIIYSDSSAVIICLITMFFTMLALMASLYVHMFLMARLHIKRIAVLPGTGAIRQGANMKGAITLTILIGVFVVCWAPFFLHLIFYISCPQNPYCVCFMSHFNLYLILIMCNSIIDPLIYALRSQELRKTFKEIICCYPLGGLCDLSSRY
MC4R antagonist = MC4R antagonists of cAMP signaling, primary screen, cell-based, TR-FRET, antagonist arm of biased-ligand search; AID 540295, 2011; 0.48% of 360,000 active; Melanocortin receptor 4 (Homo sapiens), P32245; inhibition, % at 6.5 µM; MC4R-expressing cells, MTII-stimulated cAMP, LANCE TR-FRET;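 active = inhibition above its plate's cutoff, the mean of tested wells on that plate plus 3 SD, cut at about 29% in these data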;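 note: 0% = Melanotan II alone and 100% = Melanotan II plus saturating MCL0020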
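Test system: U2OS cells stably expressing human melanocortin 4 receptor (MC4R); also added: Melanotan II challenge; compound: 6.5 µM single dose; timing: 30-min compound preincubation, 1-h Melanotan II challenge, 1-h detection, room temperature; signal: Eu-cAMP/anti-cAMP TR-FRET, emission 671 nm; repeats: one well per compound, no replicates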
ABCB6 inh 2 = ABCB6 transporter inhibitors, primary screen, K562-ABCB6 cells, flow cytometry, MLPCN library | ATP-binding cassette sub-family B member 6 (Homo sapiens), Q9NP58 | K562-ABCB6 porphyrin accumulation, 1 h; active compounds read low | fluorescence ratio to DMSO, % at 10 µM | 0.19% of 360,000 active | AID 602162, 2011;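 active = fluorescence ratio to DMSO below 75%, the collection mean minus 3 SD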;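 note: signal is porphyrin accumulated inside mitochondria; 100% equals median channel fluorescence of DMSO control wells; lower ratio means ABCB6 inhibition with less porphyrin fluorescence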
m5-HT2A agonist = mouse Htr2a agonists via beta-arrestin recruitment, primary screen, cell-based, luminescence | 5-hydroxytryptamine receptor 2A (Mus musculus), P35363 | CHO-K1 mHTR2A beta-arrestin complementation; percent of 30 µM serotonin response | activation, % at 7.6 µM | 0.66% of 360,000 active;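 active = activation above a run cutoff, the mean activation of all tested compounds plus 3 SD, cut at about 14% in these data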;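 note: 0% = plate median of compound wells and 100% = 30 µM serotonin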
Target sequence (P35363 whole entry, looked up): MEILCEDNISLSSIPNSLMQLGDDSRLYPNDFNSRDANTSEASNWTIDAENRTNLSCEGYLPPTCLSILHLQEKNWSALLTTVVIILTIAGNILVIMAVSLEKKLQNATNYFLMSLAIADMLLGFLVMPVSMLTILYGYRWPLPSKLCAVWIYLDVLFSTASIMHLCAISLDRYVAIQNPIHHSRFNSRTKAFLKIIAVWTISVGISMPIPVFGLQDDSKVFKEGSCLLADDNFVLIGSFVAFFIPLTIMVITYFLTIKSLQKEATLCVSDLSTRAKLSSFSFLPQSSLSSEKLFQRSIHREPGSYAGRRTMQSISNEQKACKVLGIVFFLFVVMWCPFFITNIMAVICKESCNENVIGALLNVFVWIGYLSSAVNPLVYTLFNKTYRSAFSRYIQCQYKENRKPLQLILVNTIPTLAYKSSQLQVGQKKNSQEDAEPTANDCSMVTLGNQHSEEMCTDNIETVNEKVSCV
Glyco luc inh = increase of ERlucT glycosylation luciferase signal, primary screen, N-linked glycosylation inhibitor project, D54 ERlucT cells, luminescence, set 2 | D54 ERlucT glycosylation luciferase reporter, 24 h; percent of 100 nM tunicamycin response | reporter increase, % at 12.5 µM | 0.23% of 360,000 active | AID 588692, 2011;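 active = mean luciferase reporter signal, scaled so untreated is 0 and the glycosylation-blocking control 100, at or above a set limit in every replicate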;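 note: luciferase carries N-glycosylation sites so blocking glycosylation raises the light; 0% = median of neutral control wells and 100% = median of 100 nM tunicamycin wells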
Vif inh = HIV Vif self-association inhibitors, primary screen, imaging, HEK293T, single point | HEK293T cells, Vif self-association by quenched fluorescence, 24 h | inhibition, % at 7.49 µM | 0.35% of 340,000 active | AID 602346, 2012; in the data active = inhibition above about 50%, passing the limit was not always enough; note: some results filed as inactive read as strong as hits
aDG glyco act = activators of alpha-DG glycosylation, primary screen, uHTS, Pro5-aDG cells, AlphaScreen | alpha-DG glycosylation AlphaScreen (IIH6); 0% Pro5, 100% B10-LARGE cell signal | activation, % at 10 µM | 0.22% of 360,000 active | AID 624168, 2012;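 active = activation of at least 8% versus controls, or a plate z-score of at least 8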;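 note: Pro5 are CHO cells carrying HIG-tagged alpha-DG that lacks glycosylation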
* = called active by the depositor; nt = no result given.

No.	SMILES	H9c2 protect	PDI turbidity	CaV13 ICDI inh	MC4R barr agon	MC4R antagonist	ABCB6 inh 2	m5-HT2A agonist	Glyco luc inh	Vif inh	aDG glyco act
1	C=CCN(Cc1cccs1)C(=O)CN1CCN(S(=O)(=O)c2ccc3c(c2)OCCCO3)CC1	-1	0	-6	0.7	2	95	0	-2	5	0.2
2	O=[N+]([O-])c1ccc(C2CN=C(Nc3ccccc3)S2)cc1 (stereo not drawn)	0	-10	-4	-0.2	9	101	0	1	-1	-0.5
3	O=C(/C=C/c1c[nH]c2ccccc12)c1cccc2ccccc12	-10	-3	-8	-0.2	5	103	-1	30*	-4	-0.1
4	COCCn1c(C)cc(/C=N/NC(=O)c2cc3ccccc3cc2O)c1C	38	-3	nt	-5.2	0	96	-9	-3	-4	0.1
5	Cc1ccc2c(c1)c(C)cc[n+]2Cc1ccccc1	-9	2	-7	1.9	9	102	2	0	-2	-0.4
6	Cc1c(C=NNC(=O)c2ccc(Br)cc2)c2ccccn2c1C(=O)c1ccncc1	11	-8	-5	0.2	-5	86	5	-2	-4	0.2
7	O=C(O)c1ccc(N/N=C/c2cccc3nccnc23)cc1	-5	-4	-4	-0.1	-23	100	2	-2	0	0.0
8	C[C@H](O)[C@@H]1C(=O)N2CCc3ccc(-c4cccc(F)c4)cc3[C@@H]2C[C@@H]1N(C)C(=O)C(C)(C)C	6	6	-8	-2.5	-2	99	0	0	nt	1.0

Given with values under each structure: part of the list above
Second line of a record – H9c2 protect | PDI turbidity | CaV13 ICDI inh | MC4R barr agon | MC4R antagonist | ABCB6 inh 2 | m5-HT2A agonist | Glyco luc inh | Vif inh | aDG glyco act
[8] C[C@H](O)[C@@H]1C(=O)N2CCc3ccc(-c4cccc(F)c4)cc3[C@@H]2C[C@@H]1N(C)C(=O)C(C)(C)C
  6 | 6 | -8 | -2.5 | -2 | 99 | 0 | 0 | nt | 1.0
[5] Cc1ccc2c(c1)c(C)cc[n+]2Cc1ccccc1
  -9 | 2 | -7 | 1.9 | 9 | 102 | 2 | 0 | -2 | -0.4

Remaining list, next part:
No.	SMILES	H9c2 protect	PDI turbidity	CaV13 ICDI inh	MC4R barr agon	MC4R antagonist	ABCB6 inh 2	m5-HT2A agonist	Glyco luc inh	Vif inh	aDG glyco act
9	Cc1ccc(C(=O)N(C)CCOc2ccccc2)cc1S(=O)(=O)N1CCCCC1	-5	1	-3	-0.1	2	95	-1	-3	-12	0.3
10	Cc1ccc2nc3c(cc(C(=O)NCCc4ccccc4)c(=N)n3CC3CCCO3)c(=O)n2c1 (stereo not drawn)	6	7	13	-1.2	3	66*	-5	4	-11	0.3
11	COc1ccccc1N1CCN(/N=C\C(Br)=C\c2ccccc2)CC1	-4	2	2	-1.1	18	100	-2	12	-3	-0.6
12	COc1ccc(C(=O)c2c(C)oc3ccc(O)cc23)c(OC)c1	-2	-5	-2	0.3	7	94	-5	0	-2	0.0
13	O=C(CSc1nc2ccccc2c(=O)[nH]1)Nc1ccc(S(=O)(=O)N2CCCC2)cc1	10	-3	-7	0.2	5	84	1	-1	nt	0.1
14	O=C(CCC1N=C2c3ccccc3N=C(SCC(=O)NCC3CCCO3)N2C1=O)NCc1ccc(F)cc1 (stereo not drawn)	6	-2	-14	-3.0	9	101	4	0	-24	0.2
15	Cc1cccc(OC(=O)Cn2c(C(F)(F)F)nc3ccccc32)c1	1	-4	-3	0.0	12	96	-2	1	-5	-0.5
16	COC(=O)c1ccc(CSc2nnc(CNC(=O)c3ccccc3F)o2)o1	0	2	-6	-2.0	5	92	-2	0	nt	-0.1
17	CCOC(=O)c1c(C)n(C)c2ccc(OC)c(NC(=O)CN3CCN(C(=O)c4ccco4)CC3)c12	16	-4	-1	0.9	12	190	-1	1	nt	0.2
18	CCOC(=O)c1cc(-c2ccccc2)nn1CCC#N	4	0	-7	-0.8	16	99	1	-1	2	-0.1
19	O=C(c1ccc(NS(=O)(=O)c2ccc(F)cc2)cc1)N1CCCCCC1	-5	15	-17	-5.0	1	83	-6	-2	-7	0.3
20	C=CCOc1ccc(C=Nc2ccc(C)c(Cl)c2)c(O)c1	25	-5	-5	-0.1	10	103	0	0	-6	-0.1
21	Cc1ccc(OCC(O)CN2CCN(CC(O)COc3ccc(C)cc3)CC2)cc1 (stereo not drawn)	-6	-6	-6	0.4	1	99	-6	-1	-15	0.0
22	CC(=O)OC(C(=O)NC1CCCCC1)c1ccccc1F (stereo not drawn)	5	-5	6	-2.1	-7	97	8	0	3	0.2
23	O=S(=O)(c1ccccc1)c1nc(-c2ccccc2Cl)oc1NCCN1CCOCC1	7	23	nt	-2.4	2	100	-2	-1	6	-0.2
24	Cn1nccc1NS(=O)(=O)c1ccc(F)cc1	-4	2	-4	-1.2	-3	97	3	2	-12	0.0
25	COc1ccccc1/C=C(/C(=O)OCC(=O)NCc1ccccc1)c1ccccc1	-2	14	-5	-3.6	19	105	0	-1	-3	3.4
26	CC(=O)NC12CC3CC(C)(C1)CC(NC(C)=O)(C3)C2	-3	-13	-7	-0.5	7	102	0	3	13	0.0
27	C/C(=N\NC(=S)NC1CCCCC1)c1ccccc1	-4	7	-5	7.7	-7	87	7	-3	-22	3.0
28	O=C(COc1cccc([N+](=O)[O-])c1)N/N=C/c1ccco1	2	0	-7	-1.1	0	98	2	2	-2	1.1
29	[N-]=[N+]=CC(=O)CNC(=O)[C@@H](Cc1ccccc1)N1C(=O)c2ccccc2C1=O	10	8	-5	3.5	-4	97	10	2	nt	-0.1
30	Cc1c(Cl)cnc(NC(=O)COC(=O)c2ccc3ncsc3c2)c1Cl	3	-6	-4	-2.3	10	105	1	-4	25	-0.2
31	Fc1cc(Br)ccc1NC(=S)Nc1ccccc1	-13	0	-17	-0.9	25	98	-2	1	-6	-0.2
32	O=C(COc1ccc(Cl)cc1)NCc1nnc(SCC(=O)N2CCCCCC2)o1	-4	-10	-20	3.4	0	104	-1	0	-9	0.4
33	OC(CN1CCN(c2cccc(Cl)c2)CC1)c1ccccc1 (stereo not drawn)	0	-16	-4	1.0	4	98	-6	0	-10	0.1
34	CCOC(=O)CCCc1ccc(/C(C)=N/NC(=S)NC)cc1	-3	-5	-5	-0.8	8	96	-2	2	-2	0.2
35	Oc1c(Cl)cc(Cl)c(Cl)c1Cc1c(O)c(Cl)cc(Cl)c1Cl	-44	9	-5	9.2*	10	93	5	-10	-18	-0.3
36	CC(/C=C/c1ccco1)=N\NC(=O)c1cccnc1	0	5	-2	-0.5	-7	91	9	3	6	0.1
37	COCCNC(=O)CN1C(=O)CSc2ncccc21	2	-2	-6	-0.6	6	102	5	3	6	-0.2
38	O=C(OCC(=O)c1ccc(Cl)s1)c1cncc(Br)c1	1	1	-6	-0.8	3	101	0	0	-2	-0.1
39	Cc1cc2c(cc(C(=O)OC(C)C(=O)NCc3ccc(F)cc3)n2C)o1 (stereo not drawn)	7	5	-7	-0.8	2	94	10	1	9	-0.7
40	CC(C)CNc1ncnc2c1ncn2[C@H]1CN(Cc2cccc3ccccc23)C[C@@H](CO)O1	14	23	-9	2.5	8	100	0	2	0	-0.3
41	COc1ccc(C(=O)NC2(C(F)(F)F)NC(=O)N(CCCc3ccccc3)C2=O)c(OC)c1OC (stereo not drawn)	-11	-5	-6	2.5	-4	92	-2	1	-6	0.0
42	COc1cc(C2OCC3C(c4cc(OC)c(OC)c(OC)c4)OCC23)cc(OC)c1OC (stereo not drawn)	1	nt	nt	-2.9	3	103	-2	-1	-6	-0.2

Grouped by structure, the compounds so far with a Cl atom.
No.	SMILES	H9c2 protect	PDI turbidity	CaV13 ICDI inh	MC4R barr agon	MC4R antagonist	ABCB6 inh 2	m5-HT2A agonist	Glyco luc inh	Vif inh	aDG glyco act
20	C=CCOc1ccc(C=Nc2ccc(C)c(Cl)c2)c(O)c1	25	-5	-5	-0.1	10	103	0	0	-6	-0.1
23	O=S(=O)(c1ccccc1)c1nc(-c2ccccc2Cl)oc1NCCN1CCOCC1	7	23	nt	-2.4	2	100	-2	-1	6	-0.2
30	Cc1c(Cl)cnc(NC(=O)COC(=O)c2ccc3ncsc3c2)c1Cl	3	-6	-4	-2.3	10	105	1	-4	25	-0.2
32	O=C(COc1ccc(Cl)cc1)NCc1nnc(SCC(=O)N2CCCCCC2)o1	-4	-10	-20	3.4	0	104	-1	0	-9	0.4
33	OC(CN1CCN(c2cccc(Cl)c2)CC1)c1ccccc1 (stereo not drawn)	0	-16	-4	1.0	4	98	-6	0	-10	0.1
35	Oc1c(Cl)cc(Cl)c(Cl)c1Cc1c(O)c(Cl)cc(Cl)c1Cl	-44	9	-5	9.2*	10	93	5	-10	-18	-0.3
38	O=C(OCC(=O)c1ccc(Cl)s1)c1cncc(Br)c1	1	1	-6	-0.8	3	101	0	0	-2	-0.1
